# APJ agonist: agonists of human apelin receptor APJ, primary screen, CHO-K1 cells, PathHunter beta-arrestin, luminescence | 0% DMSO wells, 100% apelin | P35414 | activation, % at 20 µM | AID 2520, 2010 | hit rate 0.11% among 330,000;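 active means activation more than six SD over the plate average, tested at 20 µM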;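 further: 0% = DMSO alone and 100% = apelin-13 at 10 nM; some results filed as inactive read as strong as hits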
#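 Incubation: overnight seeding, 90 min compound at 25 °C, 1 h detection; test system: PathHunter CHO-K1 APJ (AGTRL-1) beta-arrestin reporter cells; amount: 1000 cells/well; doses: one dose, 20 µM compound, 1% DMSO; measured by: beta-gal luminescence; measure: agonist-driven arrestin binding to APJ; benchmarks: negative DMSO alone, positive Apelin-13 at 10 nM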
# Gli-Sufu block: Gli-Sufu pathway antagonists, primary screen, luciferase luminescence, Sufu-KO-LIGHT cells, uHTS. Sufu-KO-LIGHT fibroblasts, Gli luciferase reporter luminescence. inhibition, % at 5 µM. hit rate 0.74% among 340,000;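 active means inhibition above about 55%, limit read from the data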;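 further: 0% = DMSO-treated cells and 100% = wells with medium but no cells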
# UBC13 inh: UBC13 polyubiquitin chain formation inhibitors, primary screen, biochemical, TR-FRET, uHTS. AID 485273, 2010. Ubiquitin-conjugating enzyme E2 N (Homo sapiens), P61088. hit rate 0.47% among 330,000. inhibition, % at 20 µM; in the data active means inhibition above about 45%, passing the limit was not always enough
# Target sequence (P61088 whole entry, looked up): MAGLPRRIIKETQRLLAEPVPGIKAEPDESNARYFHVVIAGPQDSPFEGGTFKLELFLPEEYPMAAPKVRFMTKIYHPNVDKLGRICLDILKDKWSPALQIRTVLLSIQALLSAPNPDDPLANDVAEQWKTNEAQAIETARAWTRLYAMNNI
# CXCR6 block: CXCR6 receptor inhibitors, primary screen, cell-based, beta-arrestin, luminescence, CHO-K1 PathHunter, 1536-well; C-X-C chemokine receptor type 6 (Homo sapiens), O00574; hit rate 0.36% among 360,000; inhibition, % at 20 µM; in the data active means inhibition above about 34%, passing the limit was not always enough;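 further: antagonist mode with CXCL16 agonist at 10 nM final; 0% = 10 nM CXCL16 with DMSO and 100% = unstimulated wells without agonist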
# EBI2 antag: EBI2 receptor antagonists, beta-arrestin recruitment, primary screen, cell-based, luminescence, 7a,25-OHC stimulation, uHTS. G-protein coupled receptor 183 (Homo sapiens), P32249. 7a,25-OHC stimulated. inhibition, % at 5 µM. hit rate 0.81% among 360,000. AID 651636, 2012; in the data active means inhibition above about 38%;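 further: enzyme fragment complementation signal reports receptor beta-arrestin coupling in cells; 0% = agonist plus DMSO wells and 100% = wells without agonist; some results beyond the cut were filed as inactive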
# ATG4B inh: ATG4B protease inhibitors, primary screen, biochemical, fluorescence, uHTS; ATG4B cleavage of LC3-PLA2, NBD-HPC fluorescence, 1 h; AID 504462, 2011; inhibition, % at 8.33 µM; hit rate 0.51% among 340,000; Cysteine protease ATG4B (Homo sapiens), Q9Y4P1; in the data active means inhibition above about 40%
# Target sequence (Q9Y4P1 whole entry, looked up): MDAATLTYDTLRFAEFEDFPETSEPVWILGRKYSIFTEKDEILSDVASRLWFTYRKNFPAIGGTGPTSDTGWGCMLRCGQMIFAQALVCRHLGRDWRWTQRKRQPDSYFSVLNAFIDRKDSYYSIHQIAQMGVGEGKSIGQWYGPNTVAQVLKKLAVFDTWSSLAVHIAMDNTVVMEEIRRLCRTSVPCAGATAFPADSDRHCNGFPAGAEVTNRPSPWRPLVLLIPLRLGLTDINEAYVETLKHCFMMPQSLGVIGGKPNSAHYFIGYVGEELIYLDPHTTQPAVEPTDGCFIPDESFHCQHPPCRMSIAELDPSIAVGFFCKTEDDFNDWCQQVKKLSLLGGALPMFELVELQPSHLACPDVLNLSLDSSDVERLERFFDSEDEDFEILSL
# CCR6 antagonist: CCR6 receptor antagonists, primary screen, cell-based, CHO-K1, luminescence, beta-arrestin, uHTS. C-C chemokine receptor type 6 (Homo sapiens), P51684. CHO-K1 CCR6 PathHunter beta-arrestin, CCL20-stimulated. inhibition, % at 20 µM. hit rate 0.49% among 340,000. AID 493098, 2011;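 active means compounds whose inhibition of the agonist-driven luminescence signal at 20 µM reaches about 50%, limit read from the data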;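 further: cells stimulated with CCL20 at 14 nM final; plate controls were DMSO with CCL20 for no effect and DMSO without agonist for full effect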
# Target sequence (P51684 whole entry, looked up): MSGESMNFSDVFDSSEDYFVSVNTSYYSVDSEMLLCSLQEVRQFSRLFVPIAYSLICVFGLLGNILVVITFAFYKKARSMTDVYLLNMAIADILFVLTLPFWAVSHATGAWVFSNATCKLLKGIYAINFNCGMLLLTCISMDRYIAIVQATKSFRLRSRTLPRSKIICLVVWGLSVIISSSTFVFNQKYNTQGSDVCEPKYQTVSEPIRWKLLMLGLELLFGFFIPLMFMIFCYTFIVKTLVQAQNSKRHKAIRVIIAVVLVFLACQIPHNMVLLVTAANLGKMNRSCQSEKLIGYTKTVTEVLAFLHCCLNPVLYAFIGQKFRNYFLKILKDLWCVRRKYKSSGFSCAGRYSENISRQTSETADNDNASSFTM
# APJ antagonist: antagonists of human apelin receptor APJ, primary screen, CHO-K1 cells, beta-arrestin complementation, luminescence. hit rate 0.32% among 330,000. P35414. inhibition, % at 20 µM. AID 2521, 2010;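 active means inhibition above about 40% at 20 µM, limit read from the data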;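 further: cells challenged with 10 nM apelin-13 agonist together with compound; plate controls were apelin-13 plus DMSO wells for no effect and DMSO wells lacking apelin-13 for full effect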
# * marks the source's active call; other numbers are inactive results; x = not tested or not shown.
SMILES,APJ agonist,Gli-Sufu block,UBC13 inh,CXCR6 block,EBI2 antag,ATG4B inh,CCR6 antagonist,APJ antagonist
C#CCOCCOCCOCCNc1nc(N2CCN(C(=O)[C@H]([C@@H](C)CC)n3cc([C@@H](N)Cc4ccc(O)cc4)nn3)CC2)nc(N2CCN(C(=O)[C@H](Cc3ccc(O)cc3)n3cc([C@@H](N)C(C)CC)nn3)CC2)n1 (stereo partly specified),2,-6,64*,-11,5,-21,1,27
CCOCCCN(C(=O)c1snc(C(N)=O)c1N)C(C(=O)NC1CCCC1)c1ccc(OC)cc1 (stereo unspecified),-1,-20,2,6,-3,9,16,3
Cc1ccccc1SCC(=O)Nc1cc(S(=O)(=O)N2CCOCC2)ccc1N1CCOCC1,-2,0,9,5,-2,-3,13,14
CCCN(CC(=O)Nc1ccccc1C)C(=O)c1ccc(-c2ccccc2)cc1,-2,1,-1,-1,6,13,16,16
COc1ccc(CC(O)COS(N)(=O)=O)cc1 (stereo unspecified),-3,0,-1,3,-18,4,6,-3
CCCCCCCCCCOC(=O)Cn1c(COc2ccc(Cl)cc2)[n+](C)c2ccccc21,-3,68*,100*,41*,12,-3,13,37
Cc1ccc2occ(C(=O)c3ccco3)c(=O)c2c1,-2,-37,-9,0,-5,39,-8,4
COc1cccc(CNc2nc3nc(C)cc(=O)n3[nH]2)c1,-2,-1,8,4,-1,-6,-8,4
Cc1[nH]c(=O)c(C(=O)/C=C/c2ccccc2F)c2c1CCCC2,-4,3,-5,9,14,-3,4,12
CCNC(=S)NNc1nc(N2CCCCC2)nc(N2CCOCC2)n1,-2,-5,2,-1,1,-2,19,5
Cc1nc(N(C)C)c2sc(=S)n(Cc3ccccc3)c2n1,-4,0,-6,0,20,-5,12,-1
Cc1nn(CC(=O)NC2CCCC2)c(C)c1[N+](=O)[O-],5,4,-2,4,-4,-5,4,-4
CC(C)(C)OC(=O)CN1C(=O)C(Sc2n[nH]c(-c3ccccc3)n2)CCc2ccccc21 (stereo unspecified),-3,5,5,4,14,6,0,22
CCOC(=O)N1CCN(S(=O)(=O)c2ccc(C)c(C)c2)CC1,-4,-3,16,0,-5,-8,-13,1
O=C(O)c1cn(C2CC2)c2cc(N3CCN(S(=O)(=O)c4ccc5c(c4)OCCO5)CC3)c(F)cc2c1=O,-3,5,20,-10,0,0,-2,1
COc1ccc(NC(=S)N(CCC(C)C)C2CCN(C(C)=O)CC2)cc1,-1,5,2,8,25,-1,14,17
Cc1cccc([N+](=O)[O-])c1NC(=O)COC(=O)C1CC2CCCC(C1)C2=O (stereo unspecified),6,-7,-5,-10,-2,-4,3,-30
COc1ccc2nc(C)cc(Sc3nc4ccccc4s3)c2c1,-3,0,10,-6,17,-1,15,0
CCn1cc(CN2CCC(Oc3ccc(C(=O)N4CCCCC4)cc3)CC2)cn1,5,1,-2,-7,-16,0,17,3
COc1ccc(N(CC(=O)N/N=C/c2ccc3c(c2)OCO3)S(=O)(=O)c2ccc(NC(C)=O)cc2)cc1,0,-3,-10,1,3,-28,-5,0
CC(=O)Nc1c(NC(C)(C)C)c2ccccc2oc1=O,-1,-6,2,2,-2,-6,9,-2
O=C(CCNC(=O)c1ccco1)Nc1ccc(F)c(Cl)c1,0,-1,-1,1,6,-16,1,-3
COc1cccc(-c2c(C(=O)N/N=C(\C)c3cccnc3)nnn2-c2nonc2N)c1,3,-16,6,-3,-6,-9,-2,2
CCn1c(C)nc2c1C(=O)c1ccccc1C2=O,4,-46,-34,-6,-10,-2,-12,-80
COC(=O)C1=C(N)Oc2cc(C)[nH]c(=O)c2C1c1cc(OC)c(OC)c(OC)c1 (stereo unspecified),-1,-2,9,-5,-9,8,-12,11
CCOc1ccc2nc(N3CCOCC3)nc(C)c2c1,1,-70,6,1,-1,-9,24,5
O=C(COC(=O)c1ccc2ncsc2c1)NC(=O)c1ccccc1,-2,-3,10,-3,-3,2,4,3
CC(C)CCN(C(=S)Nc1cccc(F)c1)C(C)c1cccs1 (stereo unspecified),0,-2,12,-12,2,-4,7,-10
O=C(/C=C/c1cccc([N+](=O)[O-])c1)NCCN1C(=O)S/C(=C\c2cccnc2)C1=O,-8,37,2,-20,0,4,0,-6
Cn1c(SCc2c(F)cccc2Cl)nnc1-c1cnccn1,-2,-50,4,1,1,-7,-10,-14
Nc1cc(-c2ccccc2)nn1Cc1ccc(Cl)cc1,-1,-8,8,6,11,0,6,7
COc1ccc(/C=N/OCC(=O)NC(c2ccccc2)c2ccccc2)c(OC)c1,-1,10,-6,-7,20,5,17,-6
CCN(CC)c1ccc(C2C3CCCCC3(O)CCN2CC(=O)Nc2ccccc2)cc1 (stereo unspecified),-3,2,9,-15,10,-2,13,25
OC(CNCc1ccco1)Cn1c2ccccc2c2ccccc21 (stereo unspecified),2,3,7,-2,-5,-6,2,-10
CCOC(=O)c1[nH]c2ccc(OCC)cc2c1NC(=O)CN1CCN(c2ccccc2)CC1,2,7,8,-2,19,-11,7,14
CC1=C(C(=O)NCc2ccccc2)C(c2cc(Br)cc(Br)c2OC(C)C)NC(=O)N1 (stereo unspecified),-3,2,5,4,-3,-5,-10,-5
CCOc1ccccc1-n1cnc2cc(C(=O)NCc3ccco3)ccc21,5,-3,-11,-9,8,5,7,3
O=C(Nc1ccc(F)cc1)c1ccccc1NC(=O)C1CC=CCC1C(=O)O (stereo unspecified),6,-2,-16,3,-18,3,-2,2
CCCCNc1nc(NC)nc(Cl)c1SC,-3,-19,13,2,-7,-10,-4,7
Cc1ccc(N(Cc2cc3ccccc3[nH]c2=O)S(=O)(=O)c2ccccc2)cc1,0,8,2,11,-3,-14,13,-1
O=C(CCCCCNc1nc(=S)[nH]c2ccccc12)NCCC1=CCCCC1,-6,26,5,6,13,4,9,-13
COc1ccc(C(=O)OCC(=O)NC(=O)NC2CCCC2)c(OC)c1,-1,-1,-15,-9,-1,-2,9,7
Cc1nn(C)cc1/C=N/NC(=O)Cn1cncn1,-1,1,5,-7,-3,5,4,1
O=C(COc1ccc(Cl)cc1)N1CCN(c2ccc([N+](=O)[O-])c(N3CCOCC3)c2)CC1,-2,37,-19,-10,85*,-7,6,-7
O=S(=O)(NCc1ccccc1)c1ccc(S(=O)(=O)N(Cc2ccccn2)Cc2ccco2)cc1,-6,12,-4,-2,17,-3,18,-7
Cn1cc(-c2cc(C(=O)O)on2)cn1,-4,4,-5,-3,1,-4,-3,19
COc1c(Br)cc(Br)cc1C(=O)Nc1ccccc1N1CCCC1,-2,24,0,11,8,13,15,9
COc1ccc(-n2c(Cc3cc(=O)[nH]c(=O)[nH]3)nnc2SCC(=O)N2CCCC2)cc1,-4,-10,3,5,-5,-7,1,18
c1cc(Nc2cccc3nccnc23)c2nccnc2c1,-2,15,-75,2,14,-4,19,16
CC1Sc2ccc(C(=O)Nc3ncccc3O)cc2NC1=O (stereo unspecified),-4,-72,-6,2,-1,1,8,-4
CCc1cccc(C)c1NC(=O)CO/N=C(\N)CC(=O)NC1CCCCC1,-1,-11,-16,5,5,-1,8,0
COc1cccc2sc(N(CCCN(C)C)C(=O)C(c3ccccc3)c3ccccc3)nc12,-4,6,16,-22,-13,-8,20,9
O=C(CN1C(=O)c2ccccc2S1(=O)=O)Nc1cccnc1,-4,7,3,-2,-4,-1,14,8
COc1cc(C(=O)OCC(=O)NCC2CCCO2)cc(OC)c1OC (stereo unspecified),1,1,16,-6,4,-6,0,16
CSc1ncccc1C(=O)OCC(=O)N1CC(=O)Nc2ccccc21,-2,-9,0,-5,3,-2,-8,28
CCOc1ccc(OC(=O)c2ccc3c(=O)n4c(nc3c2)CCC4)cc1,-4,-6,-6,-5,6,4,7,-6
COc1ccc2[nH]c3c(c2c1)CCN1C(=O)N([C@@H](C)C(=O)NC2CCCCC2C)C(=O)[C@]31C (stereo partly specified),-3,10,-17,-2,11,3,-1,-65
COc1ccccc1NS(=O)(=O)c1cccc(NS(=O)(=O)c2ccc(Cl)c(C(=O)O)c2)c1,-4,-3,-24,5,-5,-4,-8,-2
CC(C)CN(C(=O)CCc1ccccc1)c1c(N)n(CC(C)C)c(=O)[nH]c1=O,-2,-5,8,-1,1,-3,-11,0
Cc1nc(-c2ccc(-n3nncc3-c3ccco3)cc2)cs1,-3,9,3,11,-4,1,11,-8

# New compounds follow:
SMILES,APJ agonist,Gli-Sufu block,UBC13 inh,CXCR6 block,EBI2 antag,ATG4B inh,CCR6 antagonist,APJ antagonist
CN(C)c1ccc(/C=C/c2ccc3c4ccccc4ccc3[n+]2-c2ccccc2)cc1,x,92*,x,62*,45*,36,83*,x
Cc1ccc(CCNC(=O)C2CCCN(C(=O)c3cc4sccc4n3C)C2)cc1 (stereo unspecified),3,2,4,5,15,-9,1,-4
CC(C)(C)OC(=O)NCCCC[C@@H](C(=O)NCCCCCCCCCCC(=O)N1CCN(C(=O)OC(C)(C)C)CC1)n1cc(CCO)nn1,9,15,8,-4,-2,-7,-1,-8
C#CCOCCOCCOCCNc1nc(N2CCN(C(=O)CCCCCCCCCCNC(=O)[C@@H](CCSC)n3cc(CCO)nn3)CC2)nc(N2CCN(C(=O)CCCCCCCCCCNC(=O)[C@H](CCC(=O)O)n3cc(CCCCCN)nn3)CC2)n1,-4,-4,102*,-7,3,-32,7,2
O=c1oc(-c2ccccc2NS(=O)(=O)c2ccc3ccccc3c2)nc2ccccc12,1,1,-15,-9,-1,10,-8,-13
CCn1cc(C(=O)N[C@H](C(=O)NC(C)(C)CO)C(C)C)c(=O)c2cc3c(cc21)OCO3,-1,4,6,-5,-8,-4,3,9
Cc1nn(Cc2ccccc2)c2sc(C(=O)NCc3cccnc3)cc12,-1,7,-6,-1,2,-4,-11,17
C[C@@H]1C(=O)O[C@@H]2CC34[C@H]5C[C@@H](C(C)(C)C)C36[C@H](OC(=O)[C@@H]6O)OC4(C(=O)O5)[C@@]12O (stereo partly specified),-4,-21,6,1,-13,-5,5,18
Cc1ccc(N2C(=O)c3ccccc3C2(O)c2ncc[nH]2)cc1 (stereo unspecified),-2,-7,-3,-4,4,-4,1,-2
CCCCNC(=O)CSc1nc2c(sc(=S)n2-c2cc(Cl)ccc2OC)c(=O)[nH]1,-1,2,-11,-1,-13,28,10,13
O=C(Nc1cccc(NC(=O)c2nccc3ccccc23)c1)c1ccco1,-3,-11,-5,8,-1,2,18,21
Cc1ccc(N2C(=O)Nc3ccc(Br)cc3C2(O)C(=O)NCCN(C)C)cc1C (stereo unspecified),-1,-11,6,-3,1,0,4,10
CCCC1(CCC)NC(=O)N(CC(=O)Nc2cccc(OC)c2)C1=O,-3,-14,0,-7,-5,3,10,14

# Structural class, those above with a tert-butyl group (four)
SMILES,APJ agonist,Gli-Sufu block,UBC13 inh,CXCR6 block,EBI2 antag,ATG4B inh,CCR6 antagonist,APJ antagonist
CC(C)(C)OC(=O)CN1C(=O)C(Sc2n[nH]c(-c3ccccc3)n2)CCc2ccccc21 (stereo unspecified),-3,5,5,4,14,6,0,22
CC(=O)Nc1c(NC(C)(C)C)c2ccccc2oc1=O,-1,-6,2,2,-2,-6,9,-2
CC(C)(C)OC(=O)NCCCC[C@@H](C(=O)NCCCCCCCCCCC(=O)N1CCN(C(=O)OC(C)(C)C)CC1)n1cc(CCO)nn1,9,15,8,-4,-2,-7,-1,-8
C[C@@H]1C(=O)O[C@@H]2CC34[C@H]5C[C@@H](C(C)(C)C)C36[C@H](OC(=O)[C@@H]6O)OC4(C(=O)O5)[C@@]12O (stereo partly specified),-4,-21,6,1,-13,-5,5,18

# Screening results as filed in PubChem.
